Screening results: PubChem BioAssay, National Center for Advancing Translational Sciences (NCATS)
Sm TGR block = blocks Schistosoma mansoni thioredoxin glutathione reductase | Q962Y6 | purified TGR, DTNB reduction, TNB absorbance 405 nm | Potency, µM (highest dose often 114 µM), without a hit: top-dose activity change, negative = inhibition, usual class: inhibitors | 360,000 compounds, 3% hits; note: potency is the fitted concentration of half-maximal effect; nearly all actives have a fitted effect of over 60% in size
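Kinetic colorimetric format: TGR-catalysed, NADPH-driven DTNB reduction monitored via TNB absorbance. Enzyme dispensed at 20 nM; compound exposure 15 min at room temperature before reaction start.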
AmpC inh detg = AmpC beta-lactamase inhibition with detergent present. 370,000 compounds, 0.041% hits. AID 485294. Potency, µM (top dose mostly 114 µM), without a hit: top-dose activity change, negative = inhibition, usual class: inhibitors. AmpC hydrolysis of nitrocefin, absorbance 480 nm, 0.01% Triton;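 note: potency is the fitted concentration of half-maximal effect; 0% = no-compound wells and -100% = no-enzyme wells; nearly all actives have a fitted effect of over 25% in size; some results filed as inactive show a strong effect at the top dose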
Target sequence (P00811 whole entry, looked up): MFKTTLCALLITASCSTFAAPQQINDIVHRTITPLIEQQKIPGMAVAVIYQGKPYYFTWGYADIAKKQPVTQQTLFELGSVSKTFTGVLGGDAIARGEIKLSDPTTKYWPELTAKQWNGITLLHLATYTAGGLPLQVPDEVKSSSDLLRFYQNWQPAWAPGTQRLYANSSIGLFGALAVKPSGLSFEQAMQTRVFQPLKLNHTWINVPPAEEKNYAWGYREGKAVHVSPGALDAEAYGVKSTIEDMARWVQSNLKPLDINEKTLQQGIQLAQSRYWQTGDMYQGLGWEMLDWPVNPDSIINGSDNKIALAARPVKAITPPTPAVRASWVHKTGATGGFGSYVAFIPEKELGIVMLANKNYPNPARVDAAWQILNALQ
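AmpC (5.3 nM in the dispensed reagent) in 20 mM phosphate pH 7.0 with 0.01% (detergent screen) or 0.0001% Triton X-100 was preincubated with compounds for 15 min at room temperature. Nitrocefin was then added from an 800 uM solution, and hydrolysis was followed at 480 nm.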
HCV inh = inhibitors of hepatitis C virus infection. Huh7.5.1 HCVcc-Cre infection, luciferase reporter, 44 h. Potency, µM (top dose mostly 41.8 µM), without a hit: at the top dose activity change, negative = inhibition, hits mostly inhibitors. 340,000 compounds, 3.4% hits. AID 651820; note: potency is the fitted concentration of half-maximal effect
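Seed cells (1,000/well) for 4 h; treat with compound and infect with HCVcc-Cre, moi about 0.5. Incubate 44 h, then detect luciferase activity.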
HCMV antiviral = blocks human cytomegalovirus replication; HFF cells, HCMV-luciferase reporter, 72 h; hits give low values; activity change, negative = inhibition, % at 57.5 µM; 410,000 compounds, 4.5% hits; in the data active = activity change below about -60%; inconclusive = no clear call, values can overlap the other calls; inactive = above about -39%
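Screen run at 2 compound doses on HFFs infected with reporter HCMV, MOI 1 PFU/cell. Luciferase activity from cell lysates at 72 h post infection gave inhibition relative to buffer-only and Salinomycin wells.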
AmpC no deterg = AmpC beta-lactamase inhibition without detergent. Potency, µM (highest dose often 57.1 µM), for the others: at the top dose activity change, negative = inhibition, most hits filed as inhibitors. AmpC nitrocefin hydrolysis, absorbance 480 nm, 0.0001% Triton. 330,000 compounds, 0.52% hits. P00811;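 note: potency is the fitted concentration of half-maximal effect; plate controls were no compound for no effect and no enzyme for full effect; nearly all actives have a fitted effect of over 20% in size; some results filed as inactive show a strong effect at the top dose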
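20 mM phosphate pH 7.0 + 0.01% (detergent screen) or 0.0001% Triton X-100; 5.3 nM AmpC reagent; cpd preinc 15 min RT; nitrocefin (800 uM stock) to start; A480 q20 s × 4 min; Activity was normalised to no-enzyme and no-compound control wells.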
FBPA Giardia inh = inhibitors of Giardia lamblia fructose-1,6-bisphosphate aldolase | 290,000 compounds, 0.71% hits | purified Giardia FBPA | Potency, µM (highest dose often 59.6 µM), inactives show top-dose activity, negative = inhibition, most hits filed as inhibitors; note: potency is the fitted concentration of half-maximal effect; nearly all actives have a fitted effect of over 55% in size
Target sequence (A8B2U2 whole entry, looked up): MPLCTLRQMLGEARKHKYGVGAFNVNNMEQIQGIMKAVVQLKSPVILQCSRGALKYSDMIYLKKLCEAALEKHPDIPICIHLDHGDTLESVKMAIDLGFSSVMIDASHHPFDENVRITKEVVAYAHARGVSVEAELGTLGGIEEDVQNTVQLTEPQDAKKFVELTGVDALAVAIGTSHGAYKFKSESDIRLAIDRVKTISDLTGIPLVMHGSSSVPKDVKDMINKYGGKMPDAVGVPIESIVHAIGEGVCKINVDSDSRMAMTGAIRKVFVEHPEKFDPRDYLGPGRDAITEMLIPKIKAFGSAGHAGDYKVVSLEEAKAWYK
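40 nM FBPA preincubated 10 min at RT with compound (up to 57.5 uM final), then substrate plus GAPDH/TPI/NAD/arsenate coupling and diaphorase/resazurin added. Fluorescence read after 20 min at RT, 525/598 nm.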
* hit, by the source's call; ? = inconclusive; . = no result given; [ ] = remark or other dose. Unless noted, calls come from the whole dose curve; as a rule, active = well fitted curve in the direction sought with a large enough effect; inconclusive = small, poorly fitted or top-dose-only effect, or another doubt; inactive = no such curve, though single readings can be large; an effect the other way counts as inactive or inconclusive. Unless noted, % is set by controls: 0 for no effect and ±100 for the full control effect.

The line under a structure holds: Sm TGR block	AmpC inh detg	HCV inh	HCMV antiviral	AmpC no deterg	FBPA Giardia inh
#1 COc1ccccc1NC(=O)CNS(=O)(=O)c1ccccc1
  -5%	3%	13%	17	-17%	-4%
#2 CCOC(=O)c1ccc(NC(=O)c2cc3cc(C)ccc3n2C)cc1
  2%	13%	.	-21	.	.
#3 CN(C(=O)CCN1C(=O)/C(=C/c2ccccc2)SC1=S)C1CCS(=O)(=O)C1 (configuration not stated)
  11%	2%	4%	-12	1%	.
#4 Cc1ccccc1SCC(=O)OCC(=O)NCCNC(=O)COC(=O)CSc1ccccc1C
  -2%	-20%	6%	5	207%[activator]	.
#5 CC(C)N=C1SC(CC(=O)Nc2ccccc2)C(=O)N1C(C)C (configuration not stated)
  .	-12%	3%	-37	-10%	-5%
#6 O=C(Cn1c(=O)n(CC(=O)NCc2ccccc2)c2ccccc21)NCc1ccccc1
  -4%	-2%	7.1µM*	-7	-9%	-3%
#7 O=C(O)CCCCCNS(=O)(=O)c1ccc2c(c1)OCCO2
  -3%	6%	6%	12	-16%	6%
#8 CCOc1ccc(-c2nc(-c3ccccc3C)no2)cc1
  -2%	?	12%	.	-22%	-1%
#9 COCCSc1nnc(NC(=O)C2CCCCC2)s1
  1%	?	3%	21	-15%	0%
#10 Cc1nnnn1CC(=O)Nc1cccc([N+](=O)[O-])c1
  9%	-12%	-9%	-30	-1%	0%
#11 COc1ccc(-c2cc(C(=O)Nc3c(Cl)cccc3Cl)no2)cc1OC
  12%	15%	.	11	.	.
#12 CC(C)CCn1c(=O)c2ccccc2n2c(=S)[nH]nc12
  -2%	-7%	?	10	-39%	29%
#13 CCN(CC(=O)Nc1c(F)cccc1F)C(=O)/C=C/c1ccc(OCC#N)c(OC)c1
  0%	-12%	-21%	-13	-10%	.
#14 O=C(COC(=O)c1cc(=O)[nH]c2ccccc12)Nc1ccc(F)cc1F
  .	.	-2%	-1	-17%	.
#15 Cn1c(=O)c2c(nc(SCC(=O)NCc3ccc4c(c3)OCO4)n2Cc2ccc(F)cc2)n(C)c1=O
  -5%	-2%	?	-36	-17%	0%
#16 CCOC(=O)C1=C(CN2CCN(c3cc(C)ccc3C)CC2)NC(=O)NC1c1ccc(Cl)cc1 (configuration not stated)
  ?	8%	.	-80*	.	.
#17 Cc1cccc(C(=O)c2cn[nH]c2-c2ccccc2O)c1
  -7%	-7%	-1%	23	-33%	4%
#18 Cc1ccc(S(=O)(=O)Cn2cnnn2)cc1
  0%	-11%	10%	12	-7%	-4%
#19 COc1ccc(N2CCN(C(c3cc4ccc(C)cc4[nH]c3=O)c3nnnn3C3CCCC3)CC2)cc1 (configuration not stated)
  -26%	?	-6%	-12	-13%	-13%
#20 CCC12CN3CCN(CC(C3)C1O)C2 (configuration not stated)
  -2%	?	?	3	-5%	-2%

(list continues)
The line under a structure holds: Sm TGR block	AmpC inh detg	HCV inh	HCMV antiviral	AmpC no deterg	FBPA Giardia inh
#21 CCOC(=O)c1[nH]c(C)c(CCC(=O)NC(C)c2ccccc2)c1C (configuration not stated)
  -8%	23%	.	-2	.	.
#22 COc1cccc(COc2ccc3ccc(=O)oc3c2)c1
  -3%	-1%	-9%	93	-13%	-6%
#23 CC1(C)CC(=O)C2=C(C1)NC(Nc1nc3ccccc3o1)=NC21CCCC1
  2%	-1%	18%	6	-6%	0%
#24 COC(=O)c1cc(Br)c(=O)n(Cc2ccncc2)c1
  -1%	-3%	13%	20	2%	6%
#25 CCOC(=O)c1sc(=S)n(-c2ccccc2)c1NC(C)=O
  45µM*	0%	9%	30	-7%	0%
#26 Cc1cccc(NC(=O)CSCC(=O)Nc2ccc(S(=O)(=O)N3CCCC3)cc2)c1
  5%	-18%	-5%	-9	?	.
#27 COc1cccc(Cc2nc3ccccc3nc2SCC(=O)Nc2cc(OC)ccc2OC)c1
  -25%	14%	.	7	.	.
#28 CC(C)N(Cc1nc(-c2ccc(Cl)cc2)no1)C(=O)CCCN1C(=O)c2ccccc2C1=O
  -24%	?	-17%	-11	120%[activator]	-1%
#29 Cc1ccc(NC(=S)NC(C)(C)C)c([N+](=O)[O-])c1
  -7%	11%	8%	-2	-25%	-21%
#30 Cc1coc(C)c1C(=O)CC1(O)C(=O)N(CCc2ccccc2)c2ccccc21 (configuration not stated)
  14µM*	-3%	-9%	-20	1%	-5%
#31 CCN(CC)C(=O)c1sc(N)c(C(=O)OC(C)C)c1C
  -1%	1%	17%	12	-14%	2%
#32 CCOc1ccccc1C(=O)OCC(=O)Nc1cc(S(=O)(=O)N2CCOCC2)ccc1C
  1%	-20%	-15%	-4	44%	.
#33 CCOc1ccc(CN2CCCC(CO)(Cc3ccccc3F)C2)cc1 (configuration not stated)
  2%	-14%	-17%	-18	-6%	7%
#34 CCOC(=O)c1c(C)n(C)c2ccc(OCC(O)CNCCc3ccccc3)cc12 (configuration not stated)
  -11%	4%	13µM*	-36	34%	4%
#35 COc1ccccc1Cc1nc2ccccc2nc1SCC(=O)NCc1ccc(C)cc1
  1%	12%	.	17	.	.
#36 O=C(O)C(c1ccccc1)N1C(=O)c2ccccc2C1=O (configuration not stated)
  30%	6%	14%	-8	1%	1%
#37 COc1ccc(OC)c(NC(=O)C2CCCN(S(=O)(=O)c3ccc4[nH]c(=O)ccc4c3)C2)c1 (configuration not stated)
  0%	15%	.	?	.	.
#38 COc1ccc(C(=O)N2CCN(S(=O)(=O)c3ccc(C)cc3C)CC2)cc1OC
  -4%	-8%	-4%	-8	92%[activator]	6%
#39 COc1ccc2c(c1)C=C([C@@H]1C[C@H]3CN(c4ccccc4)C(=O)[C@]34CCCN14)CO2
  -14%	7%	-6%	-14	51%	-5%
#40 COc1ccccc1N(CC(=O)N/N=C/c1ccc(C(=O)O)cc1)S(=O)(=O)c1ccc(C)cc1
  7%	3%	5%	0	-27%	1%

(more compounds)
The line under a structure holds: Sm TGR block	AmpC inh detg	HCV inh	HCMV antiviral	AmpC no deterg	FBPA Giardia inh
#41 CS(=O)(=O)Nc1cccc2cccnc12
  -1%	?	24%	29	-20%	1%
#42 CCOC(=O)C(=O)Nc1cc(C(=O)OC)cc(C(=O)OC)c1
  0%	?	0%	-6	-2%[11.4 µM]	8%
#43 Cc1cccc(NCc2cccc3ccccc23)n1
  -18%	0%	-8%	-4	-35%	0%
#44 CCCC1(C(=O)OC)NC(c2cc(OC)c(OC)c(OC)c2)C2C(=O)N(CC)C(=O)C21 (configuration not stated)
  0%	6%	16%	-16	-13%	5%
#45 COC(=O)c1ccc(OCC2c3cc(OC)c(OC)cc3CCN2C(=O)c2ccco2)cc1 (configuration not stated)
  -10%	2%	?	91	115%[activator]	-2%
#46 COc1ccc(-c2noc(-c3cc(C)cc(C)c3)n2)cc1OC
  4%	?	-3%	-5	-18%	3%
#47 Fc1ccc2cnc(C3=CCCCC3)cc2c1
  .	.	-4%	25	-22%	.
#48 CC(Oc1ccccc1F)C(=O)NNC(=O)c1ccc(F)c(S(=O)(=O)N2CCOCC2)c1 (configuration not stated)
  -1%	?	20%	5	1%	.
#49 O=C(Cc1ccccc1F)Nc1nc(-c2cccs2)cs1
  13%	?	?	20	-40%	-10%
#50 CCN(CC)CC(=O)Nc1nc(-c2ccc(Cl)cc2)cs1
  -13%	-6%	?	25	1%	2%
#51 CCOc1ccccc1C(=O)N1CCCCC1C (configuration not stated)
  -6%	-6%	3%	-36	-16%	0%
#52 Cc1ccnc(NC(=O)c2oc3ccccc3c2C)c1
  4%	0%	?	0	-6%	.
#53 COc1ccc(NC(=O)COC(=O)CCCC2=NS(=O)(=O)c3ccccc3N2)cc1Cl
  -2%	-4%	3%	-7	-40%	.
#54 Cc1cccc(-c2nc(N)nc(N)n2)c1
  10%	3%	-1%	93	-9%	3%
#55 CC1CCC(NC(=O)c2ccc3c(c2)N(Cc2ccccc2)C(=O)c2ccccc2S3=O)CC1 (configuration not stated)
  6%	-4%	.	26	.	.
#56 CCCOc1ccc(Cn2ccnc2)cc1[N+](=O)[O-]
  -6%	?	-15%	-5	-9%	2%

Given with tabs: part of the list above
No.	Structure	Sm TGR block	AmpC inh detg	HCV inh	HCMV antiviral	AmpC no deterg	FBPA Giardia inh
35	COc1ccccc1Cc1nc2ccccc2nc1SCC(=O)NCc1ccc(C)cc1	1%	12%	.	17	.	.
36	O=C(O)C(c1ccccc1)N1C(=O)c2ccccc2C1=O (configuration not stated)	30%	6%	14%	-8	1%	1%
37	COc1ccc(OC)c(NC(=O)C2CCCN(S(=O)(=O)c3ccc4[nH]c(=O)ccc4c3)C2)c1 (configuration not stated)	0%	15%	.	?	.	.
38	COc1ccc(C(=O)N2CCN(S(=O)(=O)c3ccc(C)cc3C)CC2)cc1OC	-4%	-8%	-4%	-8	92%[activator]	6%
39	COc1ccc2c(c1)C=C([C@@H]1C[C@H]3CN(c4ccccc4)C(=O)[C@]34CCCN14)CO2	-14%	7%	-6%	-14	51%	-5%
40	COc1ccccc1N(CC(=O)N/N=C/c1ccc(C(=O)O)cc1)S(=O)(=O)c1ccc(C)cc1	7%	3%	5%	0	-27%	1%
41	CS(=O)(=O)Nc1cccc2cccnc12	-1%	?	24%	29	-20%	1%
42	CCOC(=O)C(=O)Nc1cc(C(=O)OC)cc(C(=O)OC)c1	0%	?	0%	-6	-2%[11.4 µM]	8%
43	Cc1cccc(NCc2cccc3ccccc23)n1	-18%	0%	-8%	-4	-35%	0%
44	CCCC1(C(=O)OC)NC(c2cc(OC)c(OC)c(OC)c2)C2C(=O)N(CC)C(=O)C21 (configuration not stated)	0%	6%	16%	-16	-13%	5%
45	COC(=O)c1ccc(OCC2c3cc(OC)c(OC)cc3CCN2C(=O)c2ccco2)cc1 (configuration not stated)	-10%	2%	?	91	115%[activator]	-2%
46	COc1ccc(-c2noc(-c3cc(C)cc(C)c3)n2)cc1OC	4%	?	-3%	-5	-18%	3%
47	Fc1ccc2cnc(C3=CCCCC3)cc2c1	.	.	-4%	25	-22%	.
48	CC(Oc1ccccc1F)C(=O)NNC(=O)c1ccc(F)c(S(=O)(=O)N2CCOCC2)c1 (configuration not stated)	-1%	?	20%	5	1%	.
49	O=C(Cc1ccccc1F)Nc1nc(-c2cccs2)cs1	13%	?	?	20	-40%	-10%
50	CCN(CC)CC(=O)Nc1nc(-c2ccc(Cl)cc2)cs1	-13%	-6%	?	25	1%	2%
51	CCOc1ccccc1C(=O)N1CCCCC1C (configuration not stated)	-6%	-6%	3%	-36	-16%	0%
52	Cc1ccnc(NC(=O)c2oc3ccccc3c2C)c1	4%	0%	?	0	-6%	.
53	COc1ccc(NC(=O)COC(=O)CCCC2=NS(=O)(=O)c3ccccc3N2)cc1Cl	-2%	-4%	3%	-7	-40%	.
